Compound activity as filed in PubChem BioAssay.
Apoferritin bind = binds horse apoferritin like a general anesthetic; P02791; apoferritin/1-aminoanthracene competitive binding, fluorescence; Potency, µM (titrated, usually from 77.5 µM), inactives show top-dose activity change, negative = displacement, hits mostly inhibitors; 350,000 tested, 0.074% active; also: potency is read from the fitted curve at half-maximal effect; % is scaled to controls: 0 for no effect and ±100 for the full control effect; nearly all actives have a fitted effect of over 20% in size
Target sequence (P02791 2-175 limits assumed): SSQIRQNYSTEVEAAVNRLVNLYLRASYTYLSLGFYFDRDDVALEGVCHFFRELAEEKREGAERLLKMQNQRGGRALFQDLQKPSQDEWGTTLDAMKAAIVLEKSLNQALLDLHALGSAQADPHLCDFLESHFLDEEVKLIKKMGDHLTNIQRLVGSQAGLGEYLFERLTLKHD
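Probe: 1-aminoanthracene (50% saturated, PBS). Protein: horse-spleen apoferritin, 10 uM. Incubation: 10 min, room temperature. Detection: 380 nm excitation, 535 nm emission. Analysis: normalized response, four-parameter Hill.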
Pol beta inh = blocks human DNA polymerase beta activity; P06746; Pol beta primer extension/strand displacement, fluorescence kinetic; Potency, µM (doses to about 114 µM), for the others: at the highest dose activity change, negative = inhibition, usual class: inhibitors; 340,000 tested, 1.3% active; also: potency is read from the fitted curve at half-maximal effect; % is scaled to controls: 0 for no effect and ±100 for the full control effect
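Preincubation: enzyme (10 nM) with compound, 15 min, RT. Reaction: substrate added to 50 nM final. Reads: 0 and 10 min. Analysis: normalized, Hill fit.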
APEX1 inh = inhibitors of human APE1 endonuclease | P27695 | 350,000 tested, 0.35% active | Potency, µM (titrated, usually from 65.8 µM), for the others: at the top dose activity change, negative = inhibition, actives largely listed as inhibitors | recombinant APE1, TAMRA/BHQ-2 abasic DNA cleavage fluorescence;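 also: potency is read from the fitted curve at half-maximal effect; plate controls were vehicle for no effect and reference inhibitor for full effect; nearly all actives have a fitted effect of over 55% in size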
Target sequence (P27695 whole entry, looked up): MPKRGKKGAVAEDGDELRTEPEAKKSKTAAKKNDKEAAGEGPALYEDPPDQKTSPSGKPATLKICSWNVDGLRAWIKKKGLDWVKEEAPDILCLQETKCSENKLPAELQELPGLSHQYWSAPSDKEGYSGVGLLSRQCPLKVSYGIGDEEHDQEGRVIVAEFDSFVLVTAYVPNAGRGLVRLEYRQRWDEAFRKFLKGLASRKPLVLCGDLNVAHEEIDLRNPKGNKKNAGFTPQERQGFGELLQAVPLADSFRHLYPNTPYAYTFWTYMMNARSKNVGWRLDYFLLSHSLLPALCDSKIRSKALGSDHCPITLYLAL
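Substrate: short duplex with […] THF abasic site, 5'-TAMRA and 3'-BHQ-2, 50 nM final. APE1 at 0.75 nM, preincubated 15 min RT with compound. Fluorescence increase from first to third read measured activity.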
POLI inh = inhibitors of human DNA polymerase iota; Pol iota fluorescent replication assay, 10 min; Potency, µM (series often up to 115 µM), for inactives: top-dose activity, negative = inhibition, usual class: inhibitors; 390,000 tested, 1% active; also: potency is read from the fitted curve at half-maximal effect
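Fluorescent replication assay read twice, at 0 min and 10 min after adding 50 nM (final) substrate. Enzyme (10 nM) and compounds were first incubated 15 min at room temperature; enzyme-free buffer wells were negative controls.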
ALOX12 inh = ALOX12 (human) lipoxygenase inhibition; AID 1671190; Potency, µM (titrated, usually from 108 µM), inactives show top-dose activity change, negative = inhibition, hits mostly inhibitors; 580,000 tested, 1.1% active; purified 12hLO, xylenol orange hydroperoxide absorbance; also: potency is read from the fitted curve at half-maximal effect; % is scaled to controls: 0 for no effect and ±100 for the full control effect
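Purified human 12hLO (150 nM final) in 25 mM Hepes, 0.01% Triton X-100, pH 7.0 was preincubated 15 min at room temperature with compound. Then 40 uM arachidonic acid was added, 30 min. Hydroperoxide was read by Fe-XO absorbance ratio 573/405 nm.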
TRHR agonist = activates the human TRH receptor. activation, % at 2 µM. AID 493084. 360,000 tested, 0.18% active. P34981. TRHR cells, calcium flux fluo-8, FDSS agonist mode; in the data active = activation above about 30%; also: 0% is about no effect
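In this calcium-flux screen, cells bearing human TRHR are dye-loaded with fluo-8, baselined for 10 cycles, then exposed to library compounds; positive kinetic calcium responses during the agonist phase mark hits, with TRH as control.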
BLM inh = Bloom syndrome helicase (human) inhibition. P54132. recombinant BLM DNA unwinding, fluorescence dequenching. Potency, µM (titrated, usually from 56.1 µM), for inactives: top-dose activity change, negative = inhibition, actives largely listed as inhibitors. 350,000 tested, 0.2% active. AID 2528;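 also: potency is read from the fitted curve at half-maximal effect; plate controls were vehicle for no effect and no enzyme for full effect; nearly all actives have a fitted effect of over 35% in size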
ERG-DNA inh = ERG Ets/DNA interaction inhibition; P11308; fluorescence polarization, His-ERG Ets domain / labelled DNA; Potency, µM (top dose mostly 76.9 µM), without a hit: top-dose FP activity, negative = inhibition, hits mostly inhibitors; 370,000 tested, 0.028% active; AID 624246; active = well fitted inhibition curve with a large enough effect in the polarisation, with a control signal flat; inconclusive = small, poorly fitted or top-dose-only effect, or effect the other way, or a change in a side signal; inactive = no such curve, though single readings can be large or run the other way; the % refers to the polarisation;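 also: polarization taken with two DNA probes labelled with fluorescein and Texas red; potency is read from the fitted curve at half-maximal effect; % of control where 0% means no effect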
Target sequence (P11308 whole entry, looked up, the tested form may be a part): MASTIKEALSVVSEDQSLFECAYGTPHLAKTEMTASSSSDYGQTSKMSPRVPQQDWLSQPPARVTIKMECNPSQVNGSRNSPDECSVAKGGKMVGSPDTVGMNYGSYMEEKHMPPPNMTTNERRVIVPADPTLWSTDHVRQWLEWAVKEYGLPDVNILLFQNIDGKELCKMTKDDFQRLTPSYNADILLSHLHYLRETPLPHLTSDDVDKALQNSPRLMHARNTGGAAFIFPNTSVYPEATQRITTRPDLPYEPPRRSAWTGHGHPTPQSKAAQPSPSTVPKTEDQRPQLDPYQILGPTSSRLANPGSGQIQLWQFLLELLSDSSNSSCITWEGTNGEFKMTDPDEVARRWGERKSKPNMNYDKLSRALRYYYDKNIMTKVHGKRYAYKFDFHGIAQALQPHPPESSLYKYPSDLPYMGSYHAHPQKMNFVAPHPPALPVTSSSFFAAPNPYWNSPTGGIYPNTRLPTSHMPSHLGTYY
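His-tagged ERG Ets domain (1 uM in the protein solution; 300mM KCl, 50mM Tris-HCl, 1mM EDTA, 1mM DTT, pH 7.5) received compound, then a probe mix of 5 nM fluorescein-DNA and 100nM Texas-615-DNA. Fluorescence polarization was read for both dyes.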
Pol kappa inh = DNA polymerase kappa (human) inhibition. Potency, µM (titrated, usually from 107 µM), without a hit: at the top dose activity, negative = inhibition, hits mostly inhibitors. 400,000 tested, 0.53% active. Q9UBT6. AID 588579. purified Pol kappa, fluorescent DNA synthesis assay, 10 min; also: potency is read from the fitted curve at half-maximal effect; % is scaled to controls: 0 for no effect and ±100 for the full control effect
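Pol kappa 10 nM + cpd, 15 min RT; start w/ substrate 50 nM final; fluorescence kinetic read, 0 and 10 min. Neg ctrl: buffer, no enzyme.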
* hit, by the source's call; ? = inconclusive; / = no result given; & = joins results of further samples; [ ] = another dose, or the depositor's remark. Unless noted, calls follow the shape of the dose curve; as a rule, active = well fitted curve in the direction sought with a large enough effect; inconclusive = small, poorly fitted or top-dose-only effect, or another doubt; inactive = no such curve, though single readings can be large; an effect the other way counts as inactive or inconclusive. These rows are one share of the data. The share of hits here may be higher or lower than overall.

SMILES	Apoferritin bind	Pol beta inh	APEX1 inh	POLI inh	ALOX12 inh	TRHR agonist	BLM inh	ERG-DNA inh	Pol kappa inh
C/C(CCC(C)C)=N\NC(=S)NCc1ccccc1	-12.0%	?	-8.3%	-4.7%	?	-0.1	-7.7%	2.4%	-15.5%
Cc1nnc(C)n1N1C(=O)c2cccc3cccc(c23)C1=O	-5.1%	5.8%	-7.8%	20.1%	4.9%[57.4 µM]	0.2	0.4%	/	2.2%
O=C1Nc2c(c(=O)[nH]c(=O)n2-c2ccc(F)cc2)C1(NS(=O)(=O)c1ccccc1)C(F)(F)F (stereo not given)	41.4%[activator]	?	-4.6%	35.0%[activator]	-12.0%	-0.4	3.7%	10.7%	-5.8%
O=C(NCCCN1CCOCC1)c1ccc(CNS(=O)(=O)c2ccc(F)cc2)cc1	-8.3%	20.1%	4.3%	-1.7%	0.0%	0.3	0.3%	-4.1%	-17.2%
COc1ccccc1CNC(=O)C1CC(=O)N(c2ccc(C)c(C)c2)C1 (stereo not given)	1.2%	-0.3%	2.1%	16.1%	15.7%	-1.3	-2.9%	/	-10.5%
O=C(c1ccco1)N1CCCC(c2ccccc2)C1 (stereo not given)	-14.6%	29.2%	18.2%	5.9%	16.9%	-1.4	-1.7%	-0.3%	4.5%
Cn1ncc(C(=O)N=S(C)(=O)c2ccccc2)c1[N+](=O)[O-] (stereo not given)	1.5%	26.2%	9.9%	-12.8%[58.9 µM]	-7.7%	0.4	-0.6%	13.3%	-9.2%
c1ccc(Sc2ncnc3c2oc2ccccc23)cc1	-22.2%	15.0%	-4.8%	10.4%	/	-0.4	-0.3%	2.7%	-7.3%
COc1ccccc1CNC(=S)Nc1ccc(F)cc1	-10.8%	3.2%	46.0%	32.0%[activator]	15.0%	-0.7	-8.3%	9.9%	-4.0%
O=C(NCc1ccc2[nH]c3c(c2c1)CCCC3)c1ccc(S(=O)(=O)N2CCOCC2)cc1	-15.8%	-10.1%	-7.1%	-3.3%	-14.6%	0.2	-4.0%	-2.2%	-13.2%
CCO[C@@H]1OC(C(=O)O)=C[C@H](c2cn(C(C)=O)c3ccccc23)[C@H]1CCCO	/	/	/	-7.9%	5.7%	/	/	-3.6%	-5.7%
COc1ccc(CCNC(=O)c2cccc(NC(=O)CC3SC(N4CCCCC4)=NC3=O)c2)cc1OC (stereo not given)	?	12.2%	20.6%	14.8%	-19.9%	0.1	-0.3%	3.8%	-18.3%
COc1ccccc1-n1c(CNC(=O)c2ccc(S(=O)(=O)N3CCCCC3)cc2)n[nH]c1=S	-7.0%	0.6%	13.1%	9.6%	-27.2%	0.4	-1.6%	4.0%	-8.8%
COc1ccc(OCCN2CCOCC2)cc1	-5.5%	-11.1%	7.1%	12.4%	?	0.1	1.5%	6.0%	-13.7%
CC(C)(C)OC(=O)N1CCC(c2c(C(=O)O)cnn2-c2ccccc2)CC1	-1.7%	17.3%	-7.1%	19.4%	-19.1%	-0.5	-2.0%	-4.7%	-4.4%
CCOc1ccc(Br)cc1C1C(C(=O)Nc2ccccc2OC)=C(C)Nc2nnnn21 (stereo not given)	-4.2%	35.5%	/	-13.3%	?	0.6	-5.6%	1.4%	-7.0%
CS(=O)(=O)N(CC(=O)NCCSC1CCCCC1)c1ccccc1	-13.7%	5.7%	0.1%	88.8%[activator]	-7.8%	-0.8	-2.3%	-3.1%	0.1%
COc1ccc2c(c1)c1c(c(=O)n(-c3ccc(F)c(Cl)c3)c(=O)n1Cc1cccc(C)c1)n2C	2.5%	-2.1%	/	22.1%	0.0%	0.6	-4.6%	-1.4%	-6.0%
Cc1ccc(CNC(=O)c2ccc(NS(=O)(=O)c3c(C)noc3C)cc2)cc1	-12.0%	-1.2%	-0.5%	51.0%[activator]	-14.9%	0.1	-1.2%	-5.8%	-18.5%
CCCCC1CCC(c2ccc(C(N)=O)cc2)CC1 (stereo not given)	-8.6%	32.2%	-7.4%	3.1%	2.0%	0.4	0.1%	-4.6%	0.3%
Cn1c(SCC(=O)NC2(C#N)CCCCC2)nnc1-c1cccnc1	-4.1%	18.4%	35.8%	9.8%	10.4%	0.8	-3.5%	-15.5%	-11.7%
Cn1cnnc1SCC(=O)Nc1cc(C(=O)O)cc(C(=O)O)c1	7.5%	2.8%	/	-13.8%	1.6%	0.3	3.3%	-7.2%	-12.7%[60.1 µM]
CCN1CCN(CCNC(=O)c2cn(C(C)c3ccccc3F)nn2)CC1 (stereo not given)	-3.6%	12.0%	-1.2%	21.2%	0.0%	0.2	-0.3%	1.9%	-13.5%
CC(=O)C1C(=O)c2c(cccc2[N+](=O)[O-])C1=Nc1ccccc1C (stereo not given)	?	-7.9%	4.0%	/	-3.1%	0.3	-3.8%	/	/
CC(C)c1ccc(C(=O)Nc2ccc(-c3nc4ccccc4s3)c(Cl)c2)cc1	-11.3%	8.8%	/	-4.5%	3.3%	-0.8	-3.7%	-0.1%	8.0%
Cc1ccc(C(=O)c2oc3nc(C)cc(C)c3c2N)cc1	-17.3%	-3.5%	-2.8%	-18.3%	0.0%	-0.4	-4.8%	4.0%	-4.8%
Cc1cc(C)nc(Sc2c(C)nn(-c3ccccc3)c2C)n1	-5.3%	3.3%	-2.7%	-5.2%	5.1%	0.2	-0.3%	-3.0%	-2.8%
COc1ccc2c3n([n+]([O-])c2c1)CCN=C3c1cc(Cl)c(N)c(Cl)c1	/	/	19.1%	74.3%[activator]	-15.1%	-0.3	/	3.0%	-20.4%
COc1ccc(NC(=O)C2COc3ccccc3O2)cc1 (stereo not given)	?	47.2%	-3.4%	7.9%	8.4%	-0.2	0.8%	-6.1%	-19.0%
Cc1ccnc(NC(=O)c2cccs2)c1	-16.6%	7.6%	-1.6%	0.9%	?	-1.7	1.5%	6.3%	5.7%
CCCn1nc(C(=O)NNC(=O)CCOc2ccccc2OCC)c2ccccc2c1=O	/	/	3.4%	44.3%[activator]	-7.9%	-0.1	/	-10.9%	-1.6%
COc1ccc(C(=O)Nc2ccc3nc4c(c(Nc5ccccc5OC)c3c2)CCCC4)c(OC)c1	-3.2%	-1.4%	/	-13.1%	-17.7%	0.1	-2.9%	-0.8%	-11.6%
COc1ccc(/C=C2\SC(=S)N(CCC(=O)N(CCO)c3ccccc3)C2=O)cc1OC	-2.5%	-31.4%	33.2%	?	-13.7%	0.8	-14.4%	2.5%	-12.1%
O=C(Nc1ccc2nc(SCC(=O)N3CCCC3)sc2c1)c1cccc(F)c1	-7.9%	-22.7%	/	17.8%	?	-0.1	-4.5%	0.5%	3.6%
CCOc1cc(CNc2ccc(O)cc2)cc(Br)c1OCc1ccccc1F	-23.8%	-13.8%	?	-101.2%	/	0.0	?	-26.3%	-4.3%
COc1ccc(CN(C(=O)c2ccc(-c3ccccc3)[nH]2)C(C(=O)NC(C)(C)C)c2ccncc2)cc1 (stereo not given)	-20.8%	-6.0%	8.8%	50.9%[activator]	-8.8%	0.5	-9.1%	0.7%	-10.2%

Overlap with the part before: three entries, followed by the next part.
SMILES	Apoferritin bind	Pol beta inh	APEX1 inh	POLI inh	ALOX12 inh	TRHR agonist	BLM inh	ERG-DNA inh	Pol kappa inh
O=C(Nc1ccc2nc(SCC(=O)N3CCCC3)sc2c1)c1cccc(F)c1	-7.9%	-22.7%	/	17.8%	?	-0.1	-4.5%	0.5%	3.6%
CCOc1cc(CNc2ccc(O)cc2)cc(Br)c1OCc1ccccc1F	-23.8%	-13.8%	?	-101.2%	/	0.0	?	-26.3%	-4.3%
COc1ccc(CN(C(=O)c2ccc(-c3ccccc3)[nH]2)C(C(=O)NC(C)(C)C)c2ccncc2)cc1 (stereo not given)	-20.8%	-6.0%	8.8%	50.9%[activator]	-8.8%	0.5	-9.1%	0.7%	-10.2%
CN(C)CC[C@@H](c1ccc(Cl)cc1)c1ccccn1	-8.2%&4.2%	3.0%[57.1 µM]	1.6%&0.1%&-3.2%	-2.9%[58.9 µM]	21.9%	/	0.3%&-3.8%	-5.6%	-2.5%[60.1 µM]
Cc1ccc(N=CC2=C(O)CC(c3ccco3)CC2=O)cc1 (stereo not given)	-19.4%	17.3%	-1.6%	-4.6%	?	-0.1	-2.4%	-3.9%	-10.0%
Cc1cccc(NC(=S)NC(=O)c2ccc(Br)o2)c1C	-11.8%	59.6%	10.6%	18.9%	?	0.9	-9.3%	3.8%	0.4%
O=C(CCNS(=O)(=O)c1ccc(Cl)cc1)N1CCC2(O)CCCCC2C1 (stereo not given)	-7.2%	7.5%	3.4%	5.8%	0.0%	-0.1	-3.9%	-7.8%	-8.4%
CCOc1ccc(NC(=O)c2nnn(-c3ccc(F)c(Cl)c3)c2C)cc1	3.2%	-14.6%	/	33.2%[activator]	-13.5%	0.3	-1.3%	-0.5%	-5.6%
CCOC(=O)c1cnc(SCC#N)nc1N	7.2%	-1.1%	2.9%	19.8%	3.1%	0.4	0.5%	-4.1%	-0.9%
CC(=O)NC(=O)c1nnn(Cc2ccccc2)c1NC(C)=O	-6.7%	35.3%	2.6%	14.1%	-4.9%	-0.3	-0.7%	3.4%	6.1%
CCCCN(CCCC)S(=O)(=O)c1ccc(NC(=O)c2c(-c3ccccc3)noc2C)cc1	87.6%[activator]	0.8%	/	-28.0%	-3.4%	4.4	-12.2%	1.4%	-15.3%
C[C@@H]1CC[C@]2(C(=O)O)CC[C@]3(C)C(=CCC4[C@@]5(C)CC[C@H](O)[C@@](C)(C(=O)O)C5CC[C@]43C)C2[C@]1(C)O (stereo not given in full)	/	/	6.2%	-12.8%	-9.1%	/	/	-2.1%	-13.0%
CCCCn1c(=O)c(CCC(=O)O)nc2ccccc21	-0.7%	13.5%	9.6%	88.5%[activator]	-0.3%	9.4	-9.5%	-0.9%	-5.8%
Nc1c(Cl)ncnc1N/N=C/c1ccc2ccccc2n1	-18.1%	?	-7.8%	4.3%	?	-0.1	-22.0%	-7.4%	-17.5%
